Plk1 PBD FP = Plk1 polo box domain binding inhibitors, primary screen, biochemical, fluorescence polarization; Plk1 PBD phosphopeptide binding; inhibition, %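 (tested at about 20 µM)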; 97,000 tested, 0.13% active; AID 693, 2007; in the data active = inhibition above about 34%, passing the limit was not always enough
LYP inh 2 = PTPN22 phosphatase inhibitors, primary screen, biochemical, DiFMUP fluorescence, 2 µM; Tyrosine-protein phosphatase non-receptor type 22 (Homo sapiens), Q9Y2R2; recombinant LYP catalytic domain; inhibition, % at 2 µM; 96,000 tested, 0.21% active; AID 640, 2007;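 active = inhibition at 2 µM at or above a set limit, the screen mean plus 3 SD, cut at about 24% in these data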;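 note: 0% = DMSO with enzyme and 100% = enzyme fully blocked by orthovanadate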
Pyk2 oligo antag = antagonists of Pyk2 self-association, primary screen, Q293 cells, FERM NanoBiT luminescence, HTS; Protein-tyrosine kinase 2-beta (Homo sapiens), Q14289; stronger effect = lower value; z-score (the deposit names both 25 µM and 10 µM); 99,000 tested, 0.83% active; AID 1347419, 2020;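 active = Z-score of -3 or lower, scaled per plate to the spread of control and sample wells; inactive = z-score above -3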;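 note: negative z-score means lost luminescence so less FERM oligomerization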
EphB4 antag = EphB4-ephrin-B2 interaction antagonists, primary screen, biochemical, TNYL-RAW peptide probe, fluorescence polarization. Ephrin type-B receptor 4 (Homo sapiens), P54760. EphB4 LBD / TNYL-RAW-Alexa532 peptide. inhibition, % at 7 µM. 97,000 tested, 0.15% active. AID 720, 2007;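 active = inhibition above the screen-wide mean inhibition plus 3 SD, cut at about 15% in these data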;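 note: 0% = DMSO wells and 100% = excess unlabeled TNYL-RAW peptide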
Rev-RRE block = HIV-1 Rev-RRE binding inhibitors, primary screen, biochemical, FRET, protein-RNA interaction; Rev peptide-RRE RNA binding; 97,000 tested, 0.79% active; inhibition, % at 8 µM; P05866; AID 704, 2007;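 active = inhibition above the screen-wide mean plus 3 SD, cut at about 35% in these data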;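 note: 0% = median DMSO wells and 100% = median Neomycin B control wells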
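Test system: labelled RRE RNA duplex and labelled Rev peptide. Times: 5 min compound–RNA preincubation, then 15 min with peptide, 25 °C. Doses: single-dose 8 µM. Measured by: FRET, excitation 480 nm, emission 540 nm donor and 671 nm acceptor. Measure: % inhibition of FRET ratio versus controls.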
F-actin modifier = modifiers of F-actin cytoskeleton organization, primary screen, imaging, HUVEC, phalloidin staining, high-content imaging. inhibition, % at 2 µM. HUVEC TNFa F-actin phalloidin imaging. AID 836, 2007. 91,000 tested, 0.18% active;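 active = inhibition above the batch mean plus 3 SD and confirmed as a hit by visual image inspection, cut at about 30% in these data, passing the limit was not always enough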; note: strong numbers were not always called active
PLK1 inh = human PLK1 kinase inhibitors, primary screen, biochemical, TR-FRET; Serine/threonine-protein kinase PLK1 (Homo sapiens), P53350; AID 619, 2007; recombinant PLK1 kinase, TR-FRET peptide phosphorylation; inhibition, % at 10 µM; 97,000 tested, 0.53% active;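 active = inhibition of 50% or more in the single-concentration screen; inactive = inhibition below 50%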;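 note: 0% = DMSO max control and 100% = H-89 dihydrochloride min control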
PTPN22 act = LYP phosphatase activators, primary screen, biochemical, DiFMUP fluorescence, 2 µM; Tyrosine-protein phosphatase non-receptor type 22 (Homo sapiens), Q9Y2R2; recombinant LYP; 0 = plate median, 100 = signal doubled; activation, % at 2 µM; 96,000 tested, 0.11% active; AID 697, 2007;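 active = activation at 2 µM above a set limit, the mean plus 5 SD, cut at about 37% in these data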
FAK blocker = FAK kinase inhibitors, primary screen, biochemical | Focal adhesion kinase 1 (Homo sapiens), Q05397 | biochemical FAK kinase activity assay | inhibition, %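 (tested at 7 µM)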 | 97,000 tested, 0.84% active; in the data active = inhibition above about 19%;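 note: 0% = DMSO and 100% = reference compound high control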
Target sequence (Q05397 whole entry, looked up): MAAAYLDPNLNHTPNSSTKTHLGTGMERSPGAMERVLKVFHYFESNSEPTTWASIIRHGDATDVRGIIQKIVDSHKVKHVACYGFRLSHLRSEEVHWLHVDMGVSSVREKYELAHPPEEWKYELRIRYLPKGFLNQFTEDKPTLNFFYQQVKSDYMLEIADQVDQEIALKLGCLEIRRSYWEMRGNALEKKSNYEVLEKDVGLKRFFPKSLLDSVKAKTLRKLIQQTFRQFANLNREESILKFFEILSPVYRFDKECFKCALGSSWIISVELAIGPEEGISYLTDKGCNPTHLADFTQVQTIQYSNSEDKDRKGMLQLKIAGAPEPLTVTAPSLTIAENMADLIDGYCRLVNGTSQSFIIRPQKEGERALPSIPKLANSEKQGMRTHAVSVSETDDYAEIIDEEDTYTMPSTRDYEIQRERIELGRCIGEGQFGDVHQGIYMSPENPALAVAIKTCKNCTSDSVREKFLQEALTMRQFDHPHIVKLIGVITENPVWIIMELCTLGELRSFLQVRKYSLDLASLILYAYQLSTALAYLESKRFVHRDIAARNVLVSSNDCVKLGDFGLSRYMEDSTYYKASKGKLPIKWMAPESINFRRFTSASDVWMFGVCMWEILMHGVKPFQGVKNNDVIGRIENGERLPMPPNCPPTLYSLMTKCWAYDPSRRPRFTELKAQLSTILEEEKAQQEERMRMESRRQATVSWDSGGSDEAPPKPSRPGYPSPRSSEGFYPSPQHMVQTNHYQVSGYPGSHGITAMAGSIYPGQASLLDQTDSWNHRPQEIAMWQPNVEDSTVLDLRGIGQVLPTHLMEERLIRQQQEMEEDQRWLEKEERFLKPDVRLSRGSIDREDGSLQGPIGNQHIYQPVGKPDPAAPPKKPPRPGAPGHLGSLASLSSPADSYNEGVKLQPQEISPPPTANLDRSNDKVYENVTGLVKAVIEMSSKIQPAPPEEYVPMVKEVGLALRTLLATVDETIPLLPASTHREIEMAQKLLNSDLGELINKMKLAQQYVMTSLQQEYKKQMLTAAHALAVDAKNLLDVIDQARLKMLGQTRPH
The depositor's hits bear a star; . = not tested or not shown.

SMILES	PTPN22 act	FAK blocker	Plk1 PBD FP	Pyk2 oligo antag	EphB4 antag	PLK1 inh	F-actin modifier	Rev-RRE block	LYP inh 2
Fc1cccc(Cl)c1Cn1nnc2c(N3CCC4(CC3)OCCO4)ncnc21	3.2	3.1	-2.4	-2.12	-6.2	-3.5	-2.4	-1.2	-4.6
COc1ccc(OC)c(N(CC(=O)Nc2ccccc2)S(C)(=O)=O)c1	1.1	-3.0	-18.1	-0.96	-8.6	-17.0	41.8*	3.2	-3.5
CC(C)(C)N(NC(=O)Nc1ccc(Cl)c(Cl)c1)C(=O)c1ccccc1	-13.3	7.4	-4.2	-2.1	0.0	-2.2	-5.1	9.5	15.1
COC(=O)c1c(C)[nH]c(C(=O)C(C)Sc2nnc(-c3cc(OC)c(OC)c(OC)c3)o2)c1C (stereo not given)	-5.5	1.8	2.5	0.92	-3.7	-0.7	11.8	7.7	4.7
CCOC(=O)N1CCN(C(=O)c2ccc3nc4cc(Cl)ccc4c(=O)n3c2)CC1	-1.1	-0.4	7.0	1.45	5.0	-12.7	5.8	4.1	-3.2
COc1ccc(/C=C/C(=O)NNc2c(F)c(F)cc(F)c2F)cc1OC	0.6	-2.5	-18.9	0.22	4.4	-10.4	.	-1.1	1.4
C=CCc1c(C)nc(SCC(N)=O)[nH]c1=O	-2.8	-1.3	5.1	0.2	-1.8	-13.1	1.3	3.9	5.1
CCOc1cc(N2CCOCC2)c(OCC)cc1NC(=O)CN1C(=O)NC(Cc2ccccc2)C1=O (stereo not given)	-1.3	-6.5	6.4	0	-1.7	-8.0	8.3	-1.0	1.3
C=C(C)CSc1nc(N)c2c(C)c(C)sc2n1	1.8	-7.2	-15.6	0.11	-5.4	-11.4	-7.5	-3.2	1.6
CC(C)Cc1nnc(NS(=O)(=O)Cc2ccccc2)s1	21.1	0.9	22.0	-0.01	1.7	-7.0	-6.9	0.0	-20.0
N#CC1=C(N)C(C#N)(C#N)C(c2cccnc2)C2CN(C(=O)OCc3ccccc3)CC=C12 (stereo not given)	-1.0	-1.3	2.0	-0.64	-5.7	-1.5	-21.8	16.0	-0.4
COc1ccc(-n2c(N)c(-c3nc4ccccc4n3C)sc2=S)cc1	-15.5	-1.4	1.0	-0.88	1.7	-11.4	-6.2	2.8	15.0
COc1ccc(C2=NO[C@@H]3C(=O)N(c4c(C)cccc4C)C(=O)[C@H]23)cc1OC	0.7	8.5	-15.2	-1.06	3.1	-7.2	-24.8	6.6	-0.7
Cc1cc(C)c(C#N)c(SCC(=O)c2cccs2)n1	3.2	8.6	3.3	-1.85	5.5	-15.0	.	6.1	-3.6
O=C(NCCc1ccccc1)C(=O)N/N=C/c1ccc2c(c1)OCO2	3.2	1.9	-2.5	1.55	-12.8	-9.8	-30.1	3.9	-0.6
CCCCN(CC)S(=O)(=O)c1ccc(C(=O)Nc2nnc(-c3cccs3)o2)cc1	-22.1	3.6	-9.5	.	3.4	-1.6	18.4	17.0	21.6
CCOC(=O)N1CCN(C(=O)CS(=O)(=O)c2cn(Cc3cccc(F)c3)c3ccccc23)CC1	-16.0	-2.6	-13.7	0.47	8.6	-11.2	2.3	8.8	14.8
c1ccc(-n2c(Cc3cn4ccsc4n3)nnc2N2CCOCC2)cc1	5.6	4.4	0.4	0.61	-3.0	-14.7	31.6	3.6	-8.9
CCCC(=O)Nc1cnc(NC(=O)c2cccc(F)c2)cc1C	2.8	0.4	3.8	-0.49	-3.1	4.1	-5.7	4.2	-5.2
Cc1ccc(C)c(N2CCN(S(=O)(=O)c3c(C)noc3/C=C/N(C)C)CC2)c1	8.5	-2.5	-6.8	-1.39	-6.5	-4.8	-18.6	-0.6	-11.1
O=C(COc1ccc2ccccc2c1)Nc1ccc(S(=O)(=O)N2CCCCCC2)cc1	-1.7	2.1	12.7	1.07	-0.5	-8.0	4.3	-0.1	-2.5
O=C(NCC1CCCO1)c1cc2n(n1)C(C(F)(F)F)CC(c1ccc(Br)cc1)N2 (stereo not given)	2.3	2.2	-12.7	0.82	4.5	-10.4	18.5	4.9	-1.7
Cc1ccc2c(c1)nnn2C1CCN(S(C)(=O)=O)CC1	-6.2	-4.0	-22.7	3.8	7.1	-13.6	-12.9	8.3	9.6
CC1Cc2ccccc2N1CC(=O)NC(=O)NCc1ccco1 (stereo not given)	4.5	1.2	-9.2	0.2	-7.9	-3.1	10.0	2.9	-0.6
CN(C)CCCNCCCNC(=O)c1ccccn1	-3.2	1.4	-17.4	0.33	-9.7	-15.1	19.3	12.7	3.5
O=C1C2C(C(=O)N1/N=C/c1ccco1)C1C=CC2C12CC2 (stereo not given)	2.3	-2.3	-11.1	0.57	-12.7	-20.6	11.0	5.9	1.6
COc1cccc(-c2cc(C(=O)O)[nH]n2)c1	3.1	-2.4	-2.0	0.45	-2.0	3.5	17.7	8.6	-0.2
Cc1ccc(-c2nc(C3CCN(S(=O)(=O)c4ccc(C(C)(C)C)cc4)CC3)no2)cc1	-11.2	1.9	12.7	.	-0.2	-10.7	-1.1	14.4	8.7
CCSc1nnc2c(n1)OC=Nc1ccc(Br)cc1-2	1.3	0.2	-9.6	-0.72	-0.6	-8.4	-30.3	1.0	2.4
Cc1ccccc1OCC(=O)OCC(=O)c1ccc(OC(=O)c2ccccc2)cc1	3.0	-0.2	17.9	-0.36	-0.7	-10.7	-13.2	8.6	-4.0
COc1ccc2c(c1OC)C(=O)N1c3cccc(Cl)c3C(=O)OC21 (stereo not given)	-0.9	9.2	-20.1	2.19	3.6	-9.5	9.2	3.0	2.0
Cc1ccc(S(=O)(=O)N2CCN(C(=O)CN3CCOCC3)C2c2ccccc2)cc1 (stereo not given)	-3.1	1.1	9.8	-0.25	1.4	-15.4	0.2	9.4	3.5
CCOC(=O)CSC1=C(C#N)C(=O)NC(c2ccc(OC)c(OC)c2)S1 (stereo not given)	13.2	1.7	-14.5	0.43	-0.8	0.1	6.3	7.7	-11.3
CCCCOc1ccc(Nc2nc(C)cc(C)c2C#N)cc1	3.0	-1.5	0.8	0.31	1.6	-7.6	-13.2	8.7	-6.1
CSc1ccc(C#N)cc1NC(=O)c1ccc(Cl)cc1	2.8	-5.6	-17.1	0.11	-7.5	-9.4	-15.3	3.7	0.4
Cc1cc(C)n2[nH]c(=O)c(N=Nc3cccc(Cl)c3)c2n1	-5.7	-0.8	-4.0	-1.5	3.9	-25.2	-1.3	7.6	8.4
CCOC(=O)c1ccc(N2CN=C3SCC(=O)N3C2)cc1	-6.9	-3.2	7.5	0.25	0.6	-1.3	-11.9	3.1	5.9
Clc1ccc(N2N=C(c3cccs3)CC2c2ccco2)cc1 (stereo not given)	-1.1	0.7	9.0	-0.9	-5.9	-13.6	-5.4	3.5	3.7
O=C(NNS(=O)(=O)c1ccc2ccccc2c1)C1CCN(Cc2ccccc2)CC1	0.0	-7.7	15.5	-0.56	-2.1	-6.4	-13.2	3.3	1.6
Cc1ccc2c(c1)[nH]c1c(N3CCN(Cc4ccccc4)CC3)ncnc12	-0.8	14.7	4.8	-2.75	4.0	2.2	-69.0	12.7	0.2
Cc1nnc(SCC(=O)Nc2cc(C(F)(F)F)ccc2N2CCOCC2)o1	-2.8	-1.4	9.2	-0.17	7.4	-9.6	-5.1	3.0	-2.5
COC(=O)Cc1nnc(NC(=O)C(C)C)s1	4.5	0.3	-7.3	0.1	2.1	-9.8	7.8	3.6	-4.2
COc1ccc(NC(=O)c2cc(-c3ccccc3Cl)no2)cc1	-1.9	-0.8	-9.3	0.65	-5.8	-2.8	-28.6	1.9	-0.6
CCCc1[nH][nH]c(=O)c1C(c1ccc(Cl)cc1)C(C#N)C#N (stereo not given)	14.1	2.9	-31.0	-0.32	-0.8	2.4	-0.1	5.1	-14.6
O=C(NCCCN1CCN(CCCNC(=O)c2ccc(F)cc2)CC1)c1ccc(F)cc1	-8.0	-0.9	19.8	1.11	-2.4	-7.3	-7.0	0.1	6.5

Pulled by structure from the list above (four):
SMILES	PTPN22 act	FAK blocker	Plk1 PBD FP	Pyk2 oligo antag	EphB4 antag	PLK1 inh	F-actin modifier	Rev-RRE block	LYP inh 2
COc1ccc2c(c1OC)C(=O)N1c3cccc(Cl)c3C(=O)OC21 (stereo not given)	-0.9	9.2	-20.1	2.19	3.6	-9.5	9.2	3.0	2.0
CSc1ccc(C#N)cc1NC(=O)c1ccc(Cl)cc1	2.8	-5.6	-17.1	0.11	-7.5	-9.4	-15.3	3.7	0.4
CCOC(=O)CSC1=C(C#N)C(=O)NC(c2ccc(OC)c(OC)c2)S1 (stereo not given)	13.2	1.7	-14.5	0.43	-0.8	0.1	6.3	7.7	-11.3
CCCc1[nH][nH]c(=O)c1C(c1ccc(Cl)cc1)C(C#N)C#N (stereo not given)	14.1	2.9	-31.0	-0.32	-0.8	2.4	-0.1	5.1	-14.6

More structures.
SMILES	PTPN22 act	FAK blocker	Plk1 PBD FP	Pyk2 oligo antag	EphB4 antag	PLK1 inh	F-actin modifier	Rev-RRE block	LYP inh 2
Nc1ccc(-n2cnc3cc([N+](=O)[O-])ccc32)cc1	3.7	25.5*	11.7	-0.52	-0.2	-3.3	5.5	7.0	-1.3
Cn1nnc2cc(NC(=O)NCc3ccc4c(c3)OCO4)ccc21	5.2	-1.2	12.6	-0.46	6.5	-2.1	-19.8	3.8	-5.9
Cn1c(NCc2ccccc2)nc2c1c(=O)n(Cc1ccccc1)c(=O)n2C	-9.2	-0.3	-10.9	-1.33	1.2	-13.1	-17.1	-2.0	8.8
NS(=O)(=O)c1ccc(-c2ccc(C=NC3CCS(=O)(=O)C3)o2)cc1 (stereo not given)	6.3	-0.3	1.9	2.07	2.0	1.6	9.1	9.1	-9.3
Cc1ccn2c(/C=N/OCc3cccc(F)c3)c(-c3ccc(Cl)cc3)nc2c1	-4.8	0.2	-17.2	-0.84	1.1	-4.3	.	6.0	6.5
N#CCCN(Cc1cccnc1)C(=O)c1ccc(S(=O)(=O)N2CCOCC2)cc1	-6.2	-0.8	-0.5	0.56	2.4	3.0	15.8	2.8	3.3
Cc1ccc(CC(NC(=O)c2ccccc2)C(=O)NCC(=O)O)cc1 (stereo not given)	7.7	0.4	-30.7	-0.6	-2.8	-32.1	-4.7	5.1	-10.7
CCNS(=O)(=O)c1ccc2c(c1)n(C)c(=O)n2C	5.5	-0.5	-10.4	-0.35	3.8	-15.2	-10.6	3.1	-4.6
CC(=O)c1c(O)cc(C)n(Cc2ccccc2)c1=O	-5.2	0.2	-4.4	1.02	7.0	-7.8	-4.9	8.6	7.7
COc1cccc(CNC(=O)C2CCN(C(=O)N(C)C)CC2)c1	0.3	4.7	-9.7	-0.01	4.6	-5.1	.	8.7	3.8
Cc1ccccc1C(=O)Nc1sc(C)c(C)c1C(=O)c1ccccc1	-4.4	-1.1	9.0	-1.25	-9.1	-12.7	-5.4	15.5	6.4

Screening data deposited in PubChem BioAssay by several laboratories.

Outcome played no part in choosing rows, and some 3.5% of all compounds hit somewhere here.
